Source: PubChem BioAssay
USP1 inh: inhibitors of human USP1/UAF1 deubiquitinase; O94782; recombinant USP1/UAF1, Ub-Rhodamine cleavage fluorescence; Potency, µM (highest dose often 57.1 µM), for the others: at the top dose activity change, negative = inhibition, hits mostly inhibitors; 390,000 compounds, 0.23% hits; AID 743255; also: % is scaled to controls: 0 for no effect and ±100 for the full control effect; nearly all actives have a fitted effect of over 60% in size; inactives centre near -12
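High-throughput fluorogenic screen: 1nM USP1/UAF1 complex, Ub-Rho substrate 150nM final, 50mM HEPES pH 7.8 with 0.5mM EDTA, 0.1 mg/ml BSA, 1mM TCEP and 0.01% Tween-20.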
RGS4 inhibitor: inhibitors of human regulator of G protein signaling 4 | Transcreener GDP fluorescence polarization, RGS4-accelerated GTP hydrolysis | Potency, µM (doses to about 114 µM), without a hit: top-dose activity change, negative = inhibition, usual class: inhibitors | 390,000 compounds, 0.039% hits | AID 504845; also: % is scaled to controls: 0 for no effect and ±100 for the full control effect; nearly all actives have a fitted effect of over 75% in size; some results filed as inactive show a strong effect at the top dose
Target sequence (P49798 whole entry, looked up): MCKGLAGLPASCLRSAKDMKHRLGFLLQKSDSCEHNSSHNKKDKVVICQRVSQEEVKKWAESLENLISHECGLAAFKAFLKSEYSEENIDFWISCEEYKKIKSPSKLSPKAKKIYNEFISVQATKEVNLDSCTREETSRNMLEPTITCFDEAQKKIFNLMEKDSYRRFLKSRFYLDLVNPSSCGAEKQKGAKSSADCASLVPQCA
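MLSMR compounds (23 nl, pin-transferred) preincubated 10 min at room temperature with a 500nM (2x) first reagent, then RGS4 at 900nM (2x) plus Transcreener GDP mix added; fluorescence polarization (620/688 nm) read before and after 90 min at 30 °C.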
TrxR1 inh: rat TrxR1 inhibition. recombinant rTrxR1, NADPH fluorescence consumption, selenite substrate. 390,000 compounds, 1% hits. Potency, µM (highest dose often 114 µM), inactives show at the top dose activity change, negative = inhibition, actives largely listed as inhibitors. AID 588453; also: % is scaled to controls: 0 for no effect and ±100 for the full control effect; nearly all actives have a fitted effect of over 65% in size
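Rat TrxR1 (90 nM in the dispensed reagent) was pre-reduced with 400 uM NADPH for 5 min at room temperature, then incubated with compound for 15 min. After 400 uM selenite was added, NADPH fluorescence (Ex 340/Em 450 nm) was followed for 8 min.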
12-LOX inh: blocks human arachidonate 12S-lipoxygenase | purified 12hLO, xylenol orange hydroperoxide absorbance | Potency, µM (top dose mostly 108 µM), for the others: at the top dose activity change, negative = inhibition, most hits filed as inhibitors | AID 1671190 | 580,000 compounds, 1.1% hits | P18054; also: % is scaled to controls: 0 for no effect and ±100 for the full control effect
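Hydroperoxide product was detected by ferrous iron/xylenol orange as the 573 to 405 nm absorbance ratio. Arachidonic acid at 40 uM (final) was turned over for 30 min at room temperature by 150 nM human 12hLO, pH 7.0 Hepes buffer, after 15 min compound preincubation.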
mIDH1 inhibitor: blocks human mutant IDH1 R132H enzyme; IDH1-R132H enzyme, NADPH consumption, diaphorase/resazurin fluorescence; Potency, µM (doses to about 76.6 µM), for the others: top-dose activity change, negative = inhibition, actives largely listed as inhibitors; O75874; 390,000 compounds, 0.093% hits; also: % is scaled to controls: 0 for no effect and ±100 for the full control effect; nearly all actives have a fitted effect of over 65% in size
Target sequence (O75874 whole entry R132H, stated change not applied): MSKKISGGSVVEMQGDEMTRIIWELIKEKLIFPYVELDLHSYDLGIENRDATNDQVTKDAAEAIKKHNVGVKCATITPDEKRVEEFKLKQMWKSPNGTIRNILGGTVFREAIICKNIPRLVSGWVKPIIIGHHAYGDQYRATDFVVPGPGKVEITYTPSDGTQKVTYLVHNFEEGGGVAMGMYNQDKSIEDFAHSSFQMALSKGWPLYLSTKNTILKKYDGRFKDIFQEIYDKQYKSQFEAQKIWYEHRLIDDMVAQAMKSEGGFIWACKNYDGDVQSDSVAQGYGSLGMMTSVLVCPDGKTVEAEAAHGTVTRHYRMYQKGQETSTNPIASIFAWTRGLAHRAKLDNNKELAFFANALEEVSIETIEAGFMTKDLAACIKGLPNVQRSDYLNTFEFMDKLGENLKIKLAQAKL
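IDH1-R132H (0.5 ug/mL dispensed) in pH 7.5 Tris buffer was preincubated 30 min with compound, then given a substrate mix of 0.016 mM NADPH and 2 mM alpha-KG for 80 min at room temperature; remaining NADPH was read by diaphorase/resazurin fluorescence.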
TrxR1 substrate: substrates of rat thioredoxin reductase 1 | O89049 | purified TrxR1 substrate turnover, NADPH consumption readout | Potency, µM (highest dose often 114 µM), for inactives: at the highest dose activity change, negative = substrate turnover | 390,000 compounds, 0.01% hits | AID 588456; also: % is scaled to controls: 0 for no effect and ±100 for the full control effect; nearly all actives have a fitted effect of over 50% in size
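Rat TrxR1, dispensed at 90 nM, was prereduced with 400 uM NADPH (final) for 5 min at ~22 deg C, then incubated with compound 15 min before 400 uM selenite. A first-read NADPH fluorescence drop versus no-compound background flagged substrates.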
Vif-A3F inh: Vif-A3F binding inhibition. HeLa A3F-eYFP + Vif (tagged APOBEC3F with the HIV-1 protein that degrades it), YFP fluorescence increase. Potency, µM (doses to about 46.1 µM), inactives show top-dose activity, negative = active. 390,000 compounds, 0.2% hits. AID 602313; also: % of control where 0% means no effect; nearly all actives have a fitted effect of over 65% in size
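HeLa cells stably expressing Vif plus C-terminally eYFP-tagged A3F were seeded, incubated overnight at 37 deg C, dosed with compound, incubated overnight again at 37 deg C. Yellow fluorescence (Ex 488/Em 500-530) reported blocked Vif-mediated A3F-eYFP degradation.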
Vif-APOBEC3G blk: Vif-A3G binding inhibition. HeLa A3G-eYFP + Vif (tagged APOBEC3G with the HIV-1 protein that degrades it), YFP fluorescence, overnight. Potency, µM (titrated, usually from 46.1 µM), inactives show at the top dose activity, negative = active, usual class: inhibitors. 410,000 compounds, 0.076% hits. AID 602310;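 also: % is scaled to controls: 0 for no effect and ±100 for the full control effect; nearly all actives have a fitted effect of over 60% in size; hits raise eYFP signal because A3G escapes Vif-driven loss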
Target sequence (Q9HC16 whole entry, looked up): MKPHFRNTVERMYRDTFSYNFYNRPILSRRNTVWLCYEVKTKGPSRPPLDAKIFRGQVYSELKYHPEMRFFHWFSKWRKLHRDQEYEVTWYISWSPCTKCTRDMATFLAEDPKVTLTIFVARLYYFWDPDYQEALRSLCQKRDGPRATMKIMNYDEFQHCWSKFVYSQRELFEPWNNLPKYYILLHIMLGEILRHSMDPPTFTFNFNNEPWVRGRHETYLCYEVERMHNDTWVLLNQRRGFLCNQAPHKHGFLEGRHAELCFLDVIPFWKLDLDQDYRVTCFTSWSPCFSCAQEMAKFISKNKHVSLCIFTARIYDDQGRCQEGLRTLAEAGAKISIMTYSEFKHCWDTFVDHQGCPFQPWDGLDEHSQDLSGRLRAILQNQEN
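Read-out is eYFP fluorescence (Ex 488/Em 500-530) from Vif-expressing HeLa A3G-eYFP cells; more signal means A3G escaped Vif-mediated degradation. Cells plated overnight, compound pinned in, incubated overnight at 37 deg C.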
RXFP1 agonist: RXFP1 (human) receptor agonism; HEK293T-RXFP1 cAMP TR-FRET, 30 min; response scale: percent of porcine relaxin response, buffer zero; 370,000 compounds, 0.3% hits; AID 2676; Potency, µM (highest dose often 57.5 µM), for the others: top-dose activation, actives largely listed as activators; Q9HBX9; also: % is scaled to controls: 0 for no effect and ±100 for the full control effect; nearly all actives have a fitted effect of over 60% in size; many of its hits are not listed in these tables
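cAMP rise read by TR-FRET after 30 min, 37C compound exposure (up to 58 uM) in RXFP1-transfected HEK293 cells with Ro 20174 present. EC50 from Hill-equation fits, with 29 nM porcine relaxin as 100% and buffer as basal.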
* marks the source's active call; other numbers are inactive results; i = inactive; ? = inconclusive; · = no result given; & = joins results of further samples; [ ] = dose if it differs, or a comment. Calls follow the shape of the dose curve; as a rule, active = well fitted curve in the direction sought with a large enough effect; inconclusive = small, poorly fitted or top-dose-only effect, or another doubt; inactive = no such curve, though single readings can be large; an effect the other way counts as inactive or inconclusive. Potency is read from the fitted curve at half-maximal effect. Only part of the results is shown. The share of hits here may be higher or lower than overall.

Structure | USP1 inh | RGS4 inhibitor | TrxR1 inh | 12-LOX inh | mIDH1 inhibitor | TrxR1 substrate | Vif-A3F inh | Vif-APOBEC3G blk | RXFP1 agonist
O=C(Nc1cccc(C(F)(F)F)c1)c1ccc(F)c(S(=O)(=O)N2CCc3ccccc3C2)c1 | -7.3% | -19.9% | 17.6%[57.1 µM] | -13.7% | -25.7% | -1.6%[57.1 µM] | 0.4% | 5.6% | 2.2%
CC1(C)CC(=O)c2cnc(NC(=O)Cc3ccc(Cl)cc3)nc2C1 | -17.4% | -20.1%[11.4 µM] | 12.5%[57.1 µM] | -7.5% | -4.5% | -2.7%[57.1 µM] | -12.6% | 0.2% | 1.0%
COCCNC(=O)c1ccccc1NC(=O)Cc1ccccc1 | -11.5% | 20.8% | 0.7%[57.1 µM] | -0.4% | 0.0% | -3.0%[57.1 µM] | 6.7% | 0.5% | 4.2%
CCN1CCN(C(=O)C2CCN(Cc3cc(Cl)ccc3O)CC2)CC1 | -0.2% | -19.4% | 6.9% | ? | 0.6% | -3.6% | -7.6% | 1.4% | 1.8%
CC(C)(C)NC(=O)C(c1cccs1)N(CC1CCCO1)C(=O)c1ccc(-c2ccccc2)[nH]1 (stereo not drawn) | -8.8% | -2.8% | 4.2% | -1.7% | 0.9% | 0.9% | -11.4% | -4.6% | -0.9%
COc1ccccc1C(=O)C1CCCN(C(=O)c2cccc(-n3cccn3)c2)C1 (stereo not drawn) | -23.6% | 11.0% | 37.0% | 4.5% | 2.8% | 9.3% | -7.5% | -1.6% | 0.2%
O=C(/C=C/c1ccco1)NCC1CCCO1 (stereo not drawn) | -15.8% | -42.9% | 28.2µM* | 4.9% | 6.3% | -2.1% | -0.5% | 1.5% | 1.2%
CSc1cnn(-c2ccccc2)c(=O)c1SC | 3.7% | 2.4% | -3.3% | -8.0% | -1.0% | -11.3% | -15.0% | 0.9% | 18.6%
Cc1ccc(C(=O)N/N=C\C2CC=CCC2)cc1[N+](=O)[O-] (stereo not drawn) | -18.5% | 8.8% | 13.6% | 0.5% | 0.0% | -1.0% | 1.2% | -15.9% | 0.2%
CN(Cc1cccs1)C(=O)c1ccc(S(=O)(=O)NCc2ccco2)cc1 | -7.6% | 9.1% | 5.7% | 0.0% | 9.9% | -6.7% | 6.5% | -1.8% | 0.0%
Cc1cc(OCc2cc(C(=O)N(Cc3nccn3C)C(C)C)no2)cc(C)c1Cl | -10.1% | 9.7% | -20.9% | 20.3% | 6.7% | -7.4% | -14.4% | 3.4% | -0.1%
CCOc1ccc(OCC)c(NC(=O)CCc2nc3cccnc3n2-c2ccccc2)c1 | -21.8% | -7.9% | -2.9% | -12.4% | 17.4% | -8.3% | 1.3% | 2.2% | -1.0%
Cc1cccc(NC(=S)Nc2ccc(N3CCOCC3)cc2)c1C | -7.7% | ? | -14.6% | -16.0% | 0.8% | 0.7% | 7.0% | -0.7% | -3.2%
Cc1ccccc1NC(=O)COC(=O)CCC(=O)c1cccs1 | -4.2% | 4.0% | 4.2%[57.1 µM] | 1.3% | 0.2% | 1.7%[57.1 µM] | -2.2% | 0.1% | -1.0%
O=C(Oc1ccc(C(=S)N2CCC(O)CC2)cc1)c1ccc(Cl)cc1 | -29.1% | 5.5% | 29.1% | -1.2% | -1.9% | 2.6% | 9.9% | 0.7% | 0.7%
Cc1cc(C(=O)N/N=C/c2cccnc2)c(C)o1 | -19.2% | -7.3% | 3.0% | i | 0.0% | 2.2% | 3.7% | -0.3% | 0.0%
O=C1Nc2ccccc2C1C(C[N+](=O)[O-])c1ccccc1 (stereo not drawn) | -15.8% | -4.7% | 0.1%[57.1 µM] | -9.2% | 4.6% | 5.9%[57.1 µM] | -13.8% | 2.1% | -0.9%
COCCn1nnnc1C(c1cccs1)N1CCCC(C)C1 (stereo not drawn) | 1.9% | 20.6% | 15.8%[57.1 µM] | -7.0% | 0.0% | 7.2%[57.1 µM] | -24.4% | 0.3% | -1.8%
Cc1ccc(CNC(=O)C2CSC3(C)CCC(=O)N23)cc1 (stereo not drawn) | -8.4% | -2.5% | 9.4%[57.1 µM] | -3.0% | -1.2% | 3.3%[57.1 µM] | 7.4% | -1.2% | ·
COc1ccc(C2CC(c3cccc([N+](=O)[O-])c3)=NN2/C(C)=C/C(C)=O)cc1 (stereo not drawn) | -13.3% | · | · | ? | 5.9% | · | ? | -15.4% | ·
Cc1cccc(C)c1NC(=O)CN1C(=O)CCSc2ccc(S(=O)(=O)N3CCCC3)cc21 | ? | -7.0%&17.8% | 27.7% | ? | -0.6%&18.5% | 5.7% | 0.6%&-4.8% | 3.5%&-2.3% | 0.7%&-1.5%
O=C(COC(=O)Cn1cc(C(F)(F)F)ccc1=O)NCc1ccccc1 | -3.5% | -1.0% | 11.5% | 2.2% | 0.0% | -1.0% | -16.5% | 0.4% | -0.1%
CCn1nc(C(=O)OCC(=O)Nc2ncc(Cl)c(C)c2Cl)c2ccccc2c1=O | -12.1% | -2.4% | 13.0% | ? | 0.7% | 9.9% | -13.7% | 1.3% | 3.0%
O=C(c1ccc2c(c1)OCO2)N1CCN(c2ccc(F)cc2)CC1 | -6.1% | 25.0% | -3.1% | -23.3% | 0.5% | 2.7%[57.1 µM] | -3.9% | -2.1% | 0.7%
C=CCn1c(COc2ccc(F)cc2)nnc1SCC(=O)NC1CCCC1 | -12.3% | -6.1% | 10.0% | 1.4% | 1.6% | 2.8% | 0.6% | 0.0% | -0.3%
CNC(=O)N1c2ccccc2CCc2ccccc21 | -1.8% | 8.8% | 9.1% | 2.0% | 3.8% | -2.0% | 9.2% | 1.0% | -1.4%
COc1ccc(NS(=O)(=O)c2cc3c4c(c2)CCN4C(=O)CC3)cc1OC | -13.7% | 9.3% | 5.6% | · | 0.1% | 3.2% | -0.3% | -5.9% | 0.9%
CCc1ccccc1OCC(=O)Nc1nc(-c2cccnc2)cs1 | ? | -22.7% | 7.9%[57.1 µM] | 18.9% | -10.8% | 3.0%[57.1 µM] | ? | -25.3% | -0.8%
Cc1ccc(S(=O)(=O)N2CCOCC2)cc1C(=O)OCc1nnc(-c2ccccc2)o1 | -12.5% | -16.6% | 25.8% | 12.8% | -8.8% | 3.6% | -6.4% | -1.2% | 2.4%
CSc1ccc(/C=C/C(=O)c2ccc(O)cc2)cc1 | ? | 7.7% | 27.6%[57.1 µM] | ? | -0.2% | 14.8%[57.1 µM] | -7.5% | -10.3% | -0.8%
COc1ccc2nc(N)sc2c1 | -9.9% | -23.4% | -1.6%[57.1 µM] | 19.0% | 1.5% | 4.1%[57.1 µM] | 0.1% | -0.7% | -3.8%
Cc1ccc(S(=O)(=O)N2CCCC(C(=O)O)C2)s1 (stereo not drawn) | -4.0% | ? | 8.5% | -12.1% | -1.9% | -4.7% | -3.6% | 1.4% | 0.3%
Cn1cnnc1SCC(=O)Nc1ccc(OCc2ccccc2)cc1 | -2.2% | 8.9% | 18.6%[57.1 µM] | -0.9% | 2.1% | 4.8%[57.1 µM] | 8.1% | -0.6% | 0.9%
COC(=O)c1ccc(Cn2nc(C)c([N+](=O)[O-])c2C)o1 | -18.3% | -30.4% | 16.2% | 36.0% | 11.4% | -1.2% | 3.5% | -0.7% | -0.2%
CC(=O)N1c2ccc(S(=O)(=O)NCCC(=O)NCc3ccc(Cl)cc3)cc2CC1C (stereo not drawn) | -17.2% | -9.4% | 8.6% | -2.9% | 0.9% | 0.9% | 0.2% | 1.0% | 1.7%

Part of the list above in order of molecular weight, smallest number first.
Structure | USP1 inh | RGS4 inhibitor | TrxR1 inh | 12-LOX inh | mIDH1 inhibitor | TrxR1 substrate | Vif-A3F inh | Vif-APOBEC3G blk | RXFP1 agonist
COc1ccc2nc(N)sc2c1 | -9.9% | -23.4% | -1.6%[57.1 µM] | 19.0% | 1.5% | 4.1%[57.1 µM] | 0.1% | -0.7% | -3.8%
CSc1ccc(/C=C/C(=O)c2ccc(O)cc2)cc1 | ? | 7.7% | 27.6%[57.1 µM] | ? | -0.2% | 14.8%[57.1 µM] | -7.5% | -10.3% | -0.8%
COC(=O)c1ccc(Cn2nc(C)c([N+](=O)[O-])c2C)o1 | -18.3% | -30.4% | 16.2% | 36.0% | 11.4% | -1.2% | 3.5% | -0.7% | -0.2%
Cc1ccc(S(=O)(=O)N2CCOCC2)cc1C(=O)OCc1nnc(-c2ccccc2)o1 | -12.5% | -16.6% | 25.8% | 12.8% | -8.8% | 3.6% | -6.4% | -1.2% | 2.4%
CC(=O)N1c2ccc(S(=O)(=O)NCCC(=O)NCc3ccc(Cl)cc3)cc2CC1C (stereo not drawn) | -17.2% | -9.4% | 8.6% | -2.9% | 0.9% | 0.9% | 0.2% | 1.0% | 1.7%
